# NALP1 inh: inhibitors of NALP1 inflammasome in yeast; AID 2071; inhibition, % at 10 µM; actives 0.61% (n = 280,000); S. cerevisiae NALP1/ASC/caspase-1 growth, X-gal OD620, 72 h; in the data active = inhibition mostly above about 24%, no sharp cut-off; inactive = mostly below about 32%; note: some compounds called inactive have numbers as strong as hits
# MEKK2mut PB1 HTS: signal of MEK5 binding to mutant human MEKK2 PB1 domain; bead flow cytometry, Alexa488-MEK5 binding to MEKK2 mutant; percent response, % at 10 µM; actives 0.35% (n = 290,000); AID 1530; in the data active = percent response above about 24%, passing the limit was not always enough; note: inactives centre near 1; some results filed as inactive read as strong as hits; reference of the scale not given here
# FID counter: displaces DNA intercalator in HCV helicase counter-screen. actives 0.17% (n = 290,000). inhibition, % at 7.9 µM. DNA fluorescent intercalator displacement, fluorescence; in the data active = inhibition above about 37%;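 note: 0% = vehicle and 100% = reference compound; higher means more ethidium bromide displaced from hairpin DNA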
# MEKK3 PB1 HTS: modulators (inhibitors or enhancers) of MEK5 binding to human MEKK3 PB1 domain | Q99759 | bead-based flow cytometry, Alexa488-MEK5 binding to MEKK3; actives lie on both sides; 0 = blocked by unlabeled MEK5, 100 = vehicle | binding response (% of control), % at 10 µM | actives 1.4% (n = 290,000);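 active = binding response more than 3 SD above or below the average of its plate-row segment, actives on both sides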;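 note: Alexa488 bead fluorescence after subtracting the streptavidin-only scavenger bead signal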
# Target sequence (Q99759 whole entry, looked up, the tested form may be a part): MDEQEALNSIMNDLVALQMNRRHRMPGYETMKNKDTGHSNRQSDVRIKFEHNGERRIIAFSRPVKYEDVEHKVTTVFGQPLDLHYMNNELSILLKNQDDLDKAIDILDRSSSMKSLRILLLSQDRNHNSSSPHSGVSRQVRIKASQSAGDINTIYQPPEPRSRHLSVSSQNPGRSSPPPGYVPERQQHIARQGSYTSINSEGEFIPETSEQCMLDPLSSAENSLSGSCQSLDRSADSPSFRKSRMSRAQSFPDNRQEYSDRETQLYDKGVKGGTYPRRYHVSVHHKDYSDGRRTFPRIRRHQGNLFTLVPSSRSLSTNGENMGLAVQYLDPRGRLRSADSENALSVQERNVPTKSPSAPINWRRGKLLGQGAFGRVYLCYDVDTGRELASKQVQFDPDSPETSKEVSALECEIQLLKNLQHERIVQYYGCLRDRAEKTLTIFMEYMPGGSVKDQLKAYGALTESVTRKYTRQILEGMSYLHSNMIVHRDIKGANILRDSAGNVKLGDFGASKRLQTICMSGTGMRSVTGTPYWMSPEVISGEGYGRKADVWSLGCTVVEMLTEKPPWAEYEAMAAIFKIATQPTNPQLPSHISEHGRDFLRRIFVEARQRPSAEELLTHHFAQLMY
# MEKK2wt PB1 HTS: raises or lowers MEK5 binding to wildtype human MEKK2 PB1 domain. Q9Y2U5. bead flow cytometry, Alexa488-MEK5 binding to MEKK2 WT; actives lie on both sides. binding response (% of control), % at 10 µM. actives 1.1% (n = 290,000). AID 1531; in the data active = binding response below about 67% or above about 130%
# GPR7 antag: blocks human GPR7 receptor signaling; GPR7-expressing cells, fluorescence antagonist assay; inhibition, % at 4.4 µM; actives 1.1% (n = 290,000); AID 1861; in the data active = inhibition above about 16%, passing the limit was not always enough;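 note: cells stimulated with the agonist NPW; 0% = agonist with vehicle and 100% = vehicle without agonist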
# PfM18AAP inh: blocks P. falciparum M18 aspartyl aminopeptidase | recombinant PfM18AAP, H-Glu-NHMec fluorogenic cleavage | inhibition, % at 7.35 µM | actives 1.2% (n = 290,000) | AID 1822;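 active = inhibition above the campaign mean inhibition over all tested compounds plus 3 SD, cut at about 28% in these data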;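 note: 0% = plate median of test compound wells and 100% = 2 mM ZnCl2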
# PHOSPHO1 block: blocks human PHOSPHO1 phosphatase activity. inhibition, % at 13.3 µM. Q8TCT1. recombinant PHOSPHO1, absorbance phosphatase assay. AID 1565. actives 1.1% (n = 290,000); in the data active = inhibition above about 60%
# OXTR ag: agonists of human oxytocin receptor; AID 2435; CHO-OTR cells, Fluo-8 calcium fluorescence; normalized: DMSO 0%, oxytocin 100%; actives 0.32% (n = 320,000); activation, % at 3 µM;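 active = activation above the mean of all tested compounds plus 3 SD, cutoff set per screening run, cut at about 20% in these data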;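 note: peak over basal fluorescence ratio from a 100 s FLIPR kinetic read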
# Target sequence (P30559 whole entry, looked up): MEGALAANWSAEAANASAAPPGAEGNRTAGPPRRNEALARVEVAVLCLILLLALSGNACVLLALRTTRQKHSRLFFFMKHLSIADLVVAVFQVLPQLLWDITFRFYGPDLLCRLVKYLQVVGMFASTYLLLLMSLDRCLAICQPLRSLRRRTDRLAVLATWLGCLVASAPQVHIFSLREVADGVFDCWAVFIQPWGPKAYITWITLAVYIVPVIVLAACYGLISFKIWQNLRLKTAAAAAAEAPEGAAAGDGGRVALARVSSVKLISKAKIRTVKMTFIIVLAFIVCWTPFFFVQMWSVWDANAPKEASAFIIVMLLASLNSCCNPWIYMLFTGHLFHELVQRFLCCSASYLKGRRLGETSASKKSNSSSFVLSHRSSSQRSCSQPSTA
# * = called active by the depositor; nt = no result given; & = joins results of further samples; [ ] = dose if it differs, or a comment. The order is random; about 6.2% have a hit in one of these screens.
# Start of the listing, in advance (two entries):
structure	NALP1 inh	MEKK2mut PB1 HTS	FID counter	MEKK3 PB1 HTS	MEKK2wt PB1 HTS	GPR7 antag	PfM18AAP inh	PHOSPHO1 block	OXTR ag
Cc1cc(=O)oc2c(C(=O)/C=C\c3cccs3)c(O)ccc12	24	1	1	91	108	-6	14	0	-1.4
CCN(CC)S(=O)(=O)c1ccc(C(=O)NCc2n[nH]c(=S)n2Cc2ccccc2)cc1	9	5	-22	103	103	4	-2	22	-0.5

# The listing, from the start:
structure	NALP1 inh	MEKK2mut PB1 HTS	FID counter	MEKK3 PB1 HTS	MEKK2wt PB1 HTS	GPR7 antag	PfM18AAP inh	PHOSPHO1 block	OXTR ag
Cc1cc(=O)oc2c(C(=O)/C=C\c3cccs3)c(O)ccc12	24	1	1	91	108	-6	14	0	-1.4
CCN(CC)S(=O)(=O)c1ccc(C(=O)NCc2n[nH]c(=S)n2Cc2ccccc2)cc1	9	5	-22	103	103	4	-2	22	-0.5
OCc1nc(CO)n(Cc2ccccc2)n1	14	3	6	104	99	-15	-1	-2	-0.3
Cc1ccnc(NC(=O)c2ccc3[nH]c(=O)c(=O)[nH]c3c2)c1	29	-1	-7	102	103	-2	-2	9	0.8
Cc1nn(C(C)C(=O)NCCc2ccco2)c(=O)c2nn(-c3ccccc3)c(C)c12 (stereo unspecified)	-13	2	-27	101	103	-16	3	28	-0.3
Nc1sc2c(c1C(=O)NC1CCS(=O)(=O)C1)CCC2 (stereo unspecified)	0	5	-10	100	106	-5	10	57	5.4
COc1ccc(C(=O)Nc2cc(=O)n(C)c(=O)n2C)cc1OC	-10	8	2	105	105	-1	6	-1	-0.8
C/C(=N\NC(N)=S)C1(C)CCCCC1	18	-1	-2	94	93	-3	-7	-13	-0.9
CC(C)N(C(C)C)S(=O)(=O)c1ccc(NN)nc1	nt	4	-8	102	104	-13	38*	20	0.5
CC(=O)N1CCN(Cc2nc3cc([N+](=O)[O-])ccc3n2C)CC1	19	-2	-5	96	100	9	-8	nt	0.5

# Shown field by field: entries from further up
CC(=O)N1CCN(Cc2nc3cc([N+](=O)[O-])ccc3n2C)CC1
  NALP1 inh = 19; MEKK2mut PB1 HTS = -2; FID counter = -5; MEKK3 PB1 HTS = 96; MEKK2wt PB1 HTS = 100; GPR7 antag = 9; PfM18AAP inh = -8; PHOSPHO1 block = nt; OXTR ag = 0.5

Cc1ccnc(NC(=O)c2ccc3[nH]c(=O)c(=O)[nH]c3c2)c1
  NALP1 inh = 29; MEKK2mut PB1 HTS = -1; FID counter = -7; MEKK3 PB1 HTS = 102; MEKK2wt PB1 HTS = 103; GPR7 antag = -2; PfM18AAP inh = -2; PHOSPHO1 block = 9; OXTR ag = 0.8

# Continuation:
structure	NALP1 inh	MEKK2mut PB1 HTS	FID counter	MEKK3 PB1 HTS	MEKK2wt PB1 HTS	GPR7 antag	PfM18AAP inh	PHOSPHO1 block	OXTR ag
Cn1nnnc1SCc1ccccc1F	21	5	-1	107	112	-3	2	46	0.4
CCOC(=O)CSc1nc2c(c(=O)[nH]c(=O)n2C)n1Cc1ccccc1	3	2	-26	105	104	-5	5	39	0.0
N#CC1CCN(c2ncccc2[N+](=O)[O-])CC1	15	-9	-1	93	96	-15	0	-10	0.5
O=C(NC1=NN(c2ccccc2)CC1)Nc1ccccc1F	4	-5	5	102	100	-14	-4	28	0.0
COc1ccc(-c2ccc(C)cc2)cc1[C@H]1[C@H]2C=CC[C@@H](C)[C@@H]2C(=O)N1Cc1ccccc1	5	1	nt	97	98	nt	nt	9	-0.7
CC(C)N(CCCNC(=O)C1CCN(C(=O)c2cc3sccc3n2C)CC1)Cc1ccccc1	0	0	28	99	107	1	8	17	0.2
CCOC(=O)c1sc(NC(=O)c2c(C)nn(Cc3ccccc3)c2C)cc1C	33	1	-21	100	103	6	-1	0	-0.5
COc1ccc(C(=O)c2sc(Nc3ccc(NC(C)=O)cc3)nc2C)cc1	-15	1	-10	102	104	6	5	nt	1.4
COc1ccc(OC)c(-n2nnnc2SCC(=O)Nc2ccccc2N2CCOCC2)c1	-12	-3	-12	98	97	-4	-1	20	-1.6
COc1ccc(NC(=O)c2cnn(-c3ccccc3)c2C)cc1OC	16	2	-18	95	95	-16	-1	23	-0.7
COc1ccc(C(=O)Nc2ccc(Cl)cc2C(=O)NCc2ccco2)cc1OC	1	-3	-11	104	101	-15	9	8	-1.1
CN(NC(=O)COc1ccccc1)c1ccccc1	21	12	-3	106	95	-8	15	3	0.9
CCc1cc(C(=O)NCCN(C)C)cs1	4	1	3	99	101	-7	5	21	0.5
N#CC1CN(Cc2ccccc2)CN(Cc2ccccc2)C1	10	-13	-20	91	86	-1	1	47	-3.1
CCCn1c(C(C)Nc2nc(-c3ccc(OC)cc3)cs2)nc2ccccc21 (stereo unspecified)	2	-2	-18	100	96	-5	0	-13	-1.6
CCCn1nc(NS(=O)(=O)c2cccc3nonc23)c2cc3cc(C)ccc3nc21	30	2	-15	101	97	-8	4	23	-2.1
CCCCCCCCC(=O)NNC(=O)c1c(O)c2ccccc2n(CCC)c1=O	9	0	-4	102	98	1	-1	-16	-0.6
COCCNCCCCOc1ccc(Br)cc1C	35	-1	27	103	108	7	-1	11	6.6
CN(C)c1nc(OCCOC(=O)c2ccccc2)nc(N(C)C)n1	16	-2	-15	96	96	-5	0	23	6.8
COc1ccccc1CCCNC(=O)C1CCC(=O)N(CCN2CCOCC2)C1 (stereo unspecified)	17	6	-4	104	107	-18	-13	4	-0.6
COc1ccc(C)cc1S(=O)(=O)N1CCC(C(=O)NCCc2ccccc2)CC1	19	-1	-26	120	101	-6	1	8	0.8
N=C1C(c2ccccc2)=C(O)CN1c1cccc(S(=O)(=O)N2CCOCC2)c1	0	15	2	105	100	-9	-5	20	1.3
COc1ccc(CNC(=O)c2cccc(C)c2[N+](=O)[O-])cc1	15	-2	3	96	97	-4	4	10	0.9
COc1ccc(Cl)cc1NC(=O)CCc1ccccc1	6	-7	-5	97	97	-8	1	-7	-2.3
O=C(NCc1ccccc1)C(c1ccccc1)N(Cc1ccc2c(c1)OCO2)C(=O)Cc1cccs1 (stereo unspecified)	15	4	-17	92	90	-12	-6	-5	-1.6
Cc1cccc(NC(=O)CN2C(=O)N/C(=C\c3ccccc3OCc3ccc(C(=O)O)cc3)C2=O)c1	11	1	-23	101	98	-6	2	32	-1.8
COc1ccc(N2CCN(C(=O)CNC(=O)c3ccc(Br)o3)CC2)cc1	-4	1	-24	102	101	-18	3	47	-0.3
Cc1cc(NS(=O)(=O)c2ccc(NC(=O)/C=C/c3cccc(Cl)c3)cc2)no1	15	3	-40	105	103	-21	-5	9	0.3
CCC1Oc2ccc(C)cc2N(CC(=O)NCCCN2CCOCC2)C1=O (stereo unspecified)	-3	4	-2	99	104	-8	-1	11	0.2
OC(CN1CCN(C(c2ccccc2)c2ccccc2)CC1)c1ccccc1 (stereo unspecified)	13	0	13	100	104	-5	2	nt	-0.4
Clc1ccc(C(c2nnnn2C2CCCC2)N2CCN(Cc3ccncc3)CC2)cc1 (stereo unspecified)	6	17	-11	107	105	20	4	-16	-0.4
Cc1nc(N/N=C/c2ccc(Br)cc2)cc(N2CCOCC2)n1	14	7	-4	107	109	-19	2	20	-2.0
CC(=O)Nc1cccc(NC(C)=O)n1	10&-1	17&2	-1&-3	108&94	105&106	-7&7	0&3	34&-8	0.7
COc1ccc(NC(=O)C2CCCNC2)cc1OCC(C)C (stereo unspecified)	18	7	16	105	112	-3	2	6	1.7
CC(=O)N(C)c1ccc(NC(=O)c2cnn(C)c2)cc1	8	3	-1	93	93	3	-15	13	4.4
COc1ccc(CNC(=O)CN2C(=O)C(c3ccccc3)Oc3cccnc32)cc1 (stereo unspecified)	-3	-7	-25	102	96	1	0	39	1.4
O=C(OCC(=O)N1CCN(C(=O)c2ccco2)CC1)c1cc(-c2cccc(Br)c2)nc2ccccc12	14	-9	-8	89	90	0	-2	29	-2.2
O=C(Nc1cccc(F)c1)C1C2C=CC3(CN(CCCN4CCOCC4)C(=O)C13)O2 (stereo unspecified)	26	6	1	102	107	-11	0	-18	-0.5
CCCCCc1cc(=O)oc2c(C(CCN(CC)CC)c3ccc(N(C)C)cc3)c(OC)cc(OC)c12 (stereo unspecified)	nt	23	nt	108	166*	nt	nt	30	4.2
C/C(=N\NC(=O)CN(c1ccc(C)cc1)S(C)(=O)=O)c1cccs1	43	-4	-7	87	91	-9	-1	-13	0.1
O=C(CSc1nnc2c(n1)[nH]c1ccccc12)Nc1cccc(S(=O)(=O)N2CCOCC2)c1	nt	5	2	111	105	-7	2	-153	1.2
CC(C)NC(=O)CN1C(=O)CSc2ccc(S(=O)(=O)N3CCCC3)cc21	9	3	-7	96	103	3	3	7	-0.8
O=C(C(Cc1ccccc1)N1C(=O)C2C3CCC(C3)C2C1=O)N1CCCCC1 (stereo unspecified)	1	4	-19	103	103	7	-8	34	4.4
O=C(CN1CCN(c2cccc(Cl)c2)CC1)Nc1ccc([N+](=O)[O-])cc1C(=O)Nc1ccccc1F	21	0	3	124	106	-13	-3	-19	0.1
CCc1nnc(NC(=O)CSc2nc(N)c(NC(=O)c3ccc(OC)cc3)c(=O)[nH]2)s1	1	9	-19	103	106	5	-1	-97	-0.4
CCOC(=O)c1c(NC(=O)CN2CCN(C(=O)c3ccco3)CC2)sc(C(N)=O)c1C	5	-3	-25	96	94	-20	1	32	-0.9
O=C(NC1CCCC1)C1CCN(C(=O)c2cc(Cl)ccc2Cl)CC1	4	1	-18	103	105	2	-1	39	0.1
O=C(CCc1nnc2ccc(NCc3ccco3)nn12)N1CCN(c2ccccc2)CC1	-8	-1	-47	101	102	5	14	22	-1.5
Cc1ccc(C2=NN(C(=O)CSc3nc(N)cc(N)n3)C(c3ccco3)C2)cc1 (stereo unspecified)	18	-2	-14	90	91	-1	13	-3	3.0
CCN(Cc1ccc(OC)c(F)c1)C(=O)c1oc2ccccc2c1COC	28	0	-37	106	100	-3	-6	35	-0.8

# Going on with the list.
structure	NALP1 inh	MEKK2mut PB1 HTS	FID counter	MEKK3 PB1 HTS	MEKK2wt PB1 HTS	GPR7 antag	PfM18AAP inh	PHOSPHO1 block	OXTR ag
CCOC(=O)c1ccc2nc(NC(=O)c3cccs3)sc2c1	-2	7	5	102	102	-3	1	-6	-1.1
Cn1c(-c2c(N)n(-c3ccccc3)c3nc4ccccc4nc23)nc2ccccc21	-3	1	-3	68*[inhibitor]	93	-4	6	-34	3.0
CCc1cccc(CC)c1NC(=S)Nc1cccc(Cl)c1Cl	nt	6	-5	103	102	1	-5	12	-1.9
NS(=O)(=O)c1ccc(NC(=O)CN2CCc3ccccc32)cc1	nt	-3	-3	99	94	-11	1	27	-1.0
Cc1cccc(C)c1NC(=O)CN1C(=O)S/C(=C\c2cccn2C)C1=O	40*	8	-2	107	105	-2	0	11	1.2
COc1ccc(/C=N/NC(=O)c2cccnc2)cc1Cn1nc([N+](=O)[O-])c(Br)c1C	-6	-13	-14	96	88	16	1	-8	-1.0
Cc1ccc(NC(=O)Cn2c(=O)oc3cc(S(=O)(=O)N4CCC(C)CC4)ccc32)cc1C	-12	4	-3	117	115	-16	2	-11	1.8
C[C@@H]1CCC[C@H](C)N1NC(=O)c1ccc(Cl)c(S(N)(=O)=O)c1	25	5	-1	60	77	-15	1	1	-0.1
CN(C)S(=O)(=O)c1cccc(NC(=S)N/N=C/C2CC=CCC2)c1 (stereo unspecified)	-17	-5	-19	98	94	-6	20	5	-0.5
O=C(Nc1ccccc1)c1ccc(-c2ccccc2Cl)o1	18	-2	-8	110	99	3	2	-14	-1.3
COC(CNC(=O)c1ccc2c(c1)ncn2-c1cccc(C)c1)OC	10	8	-23	105	109	7	0	32	-1.1
CCSc1cc(N2CCOCC2)nc(-c2ccc(Cl)cc2)n1	15	3	-11	99	99	0	2	-7	-0.5
CCOC(=O)c1c(/N=C/C2=C(O)CC(C)(C)CC2=O)sc2c1CCCC2	20	-2	-6	101	100	-7	-2	-23	-3.2
